NPYLR7 ag = activates Aedes aegypti NPYLR7 receptor | HEK293T NPYLR7/Galpha15, GCaMP6s calcium fluorescence | activation, % at 10 µM | 270,000 compounds, 0.15% hits; in the data active = activation above about 40%;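 also: 0% = vehicle and 100% = reference agonist at the receptor; some compounds past the cut are filed as inactive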
hcGAS lum = human cGAS inhibition | Q8N884 | recombinant h-cGAS, ATP depletion, Kinase-Glo luminescence | inhibition, % at 12.5 µM | 290,000 compounds, 0.081% hits;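 also: 0% = vehicle reaction and 100% = reaction without DNA for no activity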
Target sequence (Q8N884 whole entry, looked up): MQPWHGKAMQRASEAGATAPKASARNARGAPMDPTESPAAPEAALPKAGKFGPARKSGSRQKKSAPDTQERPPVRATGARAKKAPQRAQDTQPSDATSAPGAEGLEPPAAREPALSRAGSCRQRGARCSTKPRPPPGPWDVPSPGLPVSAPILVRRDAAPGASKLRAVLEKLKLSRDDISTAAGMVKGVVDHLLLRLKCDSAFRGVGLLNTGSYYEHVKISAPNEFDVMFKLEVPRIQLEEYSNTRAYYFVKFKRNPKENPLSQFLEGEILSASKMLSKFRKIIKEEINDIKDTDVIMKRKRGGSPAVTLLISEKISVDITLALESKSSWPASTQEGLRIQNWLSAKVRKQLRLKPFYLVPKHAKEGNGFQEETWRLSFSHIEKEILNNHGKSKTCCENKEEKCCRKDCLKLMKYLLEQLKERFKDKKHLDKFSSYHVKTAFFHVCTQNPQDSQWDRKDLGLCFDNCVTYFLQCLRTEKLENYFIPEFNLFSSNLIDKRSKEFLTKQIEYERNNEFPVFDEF
mcGAS inh = mouse cGAS inhibition by luminescence. inhibition, % at 12.5 µM. Q8C6L5. 160,000 compounds, 0.15% hits. AID 1259399. recombinant cGAS, Kinase-Glo ATP depletion luminescence;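 also: 0% = negative control wells and 100% = reference inhibitor with no enzyme activity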
An asterisk follows results filed as active; · = no result given. Rule as the data show it, unless noted: active = inhibition above about 40%; inactive = the rest.

SMILES	NPYLR7 ag	hcGAS lum	mcGAS inh
C=CCn1c(SCC(=O)NCCc2ccc(OC)cc2)nc2sc3c(c2c1=O)CCC3	-6	-6	-8
OC(CNc1nccnc1-c1cc(C(F)(F)F)cc(C(F)(F)F)c1)COc1ccccc1 (configuration not stated)	20	-2	-3
CNc1nc2cnc(Nc3cc(OC)c(OC)c(OC)c3)cc2n1Cc1cccnc1	10	-4	-6
O=C(c1ccc(F)cc1C(F)(F)F)N1CCN(c2nc3nccc(-c4cccnc4)n3n2)CC1	-17	3	0
COCCCN(CC(=O)N1CCc2sccc2C1c1ccc(C)cc1)C(=O)c1ccc(Br)cc1 (configuration not stated)	-2	5	1
CN(C)c1ccc(Nc2ncnc3ccc(Br)cc23)cc1	5	-5	-5
COC(=O)c1ccc(S(=O)(=O)N(C)CC(=O)NC(C)(C)C)cc1	4	-1	·
Cc1cccc(C2Oc3ccccc3C3CC(c4ccc5c(c4)OCCO5)=NN32)c1 (configuration not stated)	5	-9	-6
CN(C1CCS(=O)(=O)C1)S(=O)(=O)c1ccc(N2CCCC2=O)cc1 (configuration not stated)	-4	-6	·
COCCN(CC(=O)N(CCc1c[nH]c2ccccc12)Cc1ccc(C)cc1)C(=O)c1ccc(Cl)cc1	·	-11	-6
CCOC(=O)c1cc(-c2ccccc2C)n(-c2ccc(C(=O)NCC3CCCO3)cc2)n1 (configuration not stated)	-3	-3	-5
CC1=C(C(=O)N(C)CCCc2cnn(C)c2)C(c2cccnc2)NC(=O)N1 (configuration not stated)	4	-1	-13
Cc1nc(C(C)NC2CSCCSC2)n[nH]1 (configuration not stated)	·	2	0
COc1ccc(C2C(C#N)=C(C)NC3=C2C(=O)CC(c2ccc(Cl)cc2)C3)cc1OC (configuration not stated)	-2	-1	-8
COCCCN(Cc1ccc(C(O)(c2cccc(F)c2)c2cccc(F)c2)o1)Cc1cccs1	-9	-5	-6
Cc1oc(C(=O)O)cc1S(=O)(=O)Nc1cccc(-c2nccs2)c1	7	-1	-13
CN1CC2(C)CN(C(=O)c3ccccc3NCC(=O)O)CC(C)(C1)C2O (configuration not stated)	-2	-3	-13
Cc1ccc(C(NC(=O)c2ccc(-n3cnnc3)cc2)c2ccncc2)cc1 (configuration not stated)	2	-3	-16
COC(=O)c1c(S(=O)(=O)N2CCCCCCC2)sc2c1CCN(C(=O)CSC)C2	36	-6	-11
O=C(NCc1cccc(C(F)(F)F)c1)c1ccc(CN2CC=C(c3ccc(F)cc3)CC2)[nH]c1=O	34	0	·
CCOC(=O)c1cc(-c2cccc(NC(=O)c3cccs3)c2)n(-c2ccccc2C)n1	25	-5	-6
Cc1ccc(C)c(C2CC(c3ccc(C)c(C)c3)=NN2C(=O)CN2CCN(c3ccccc3F)CC2)c1 (configuration not stated)	-3	-4	-4
OCC1CCCCN1CCNCc1cn[nH]c1-c1cccc2ccccc12 (configuration not stated)	-3	2	-2
CCOC(=O)C(C)(C)Sc1nc2c(c(=O)n1-c1ccc(C)cc1)SCC2	-3	-2	·
O=C(CCc1nnc(CCCCc2ccccc2)o1)NCc1cc(F)ccc1F	-3	5	·

Full records as entered above. Order of screens: NPYLR7 ag | hcGAS lum | mcGAS inh
O=C(CCc1nnc(CCCCc2ccccc2)o1)NCc1cc(F)ccc1F across the screens: -3 | 5 | ·
Cc1oc(C(=O)O)cc1S(=O)(=O)Nc1cccc(-c2nccs2)c1 across the screens: 7 | -1 | -13
CN1CC2(C)CN(C(=O)c3ccccc3NCC(=O)O)CC(C)(C1)C2O (configuration not stated) across the screens: -2 | -3 | -13
O=C(c1ccc(F)cc1C(F)(F)F)N1CCN(c2nc3nccc(-c4cccnc4)n3n2)CC1 across the screens: -17 | 3 | 0
OC(CNc1nccnc1-c1cc(C(F)(F)F)cc(C(F)(F)F)c1)COc1ccccc1 (configuration not stated) across the screens: 20 | -2 | -3

Other compounds.
SMILES	NPYLR7 ag	hcGAS lum	mcGAS inh
O=P(C=C(O)c1ccc(Cl)cc1)(CO)CO	4	-3	·
O=C(NCc1ccccc1)C1CCN(S(=O)(=O)c2ccc3c(c2)OCCO3)CC1	1	-1	·
O=C(NCc1ccccc1Cn1cncn1)c1ccc(Cl)cc1	1	1	·
COc1cc(N2CC(CNC(=O)c3ccccc3)OC2=O)cc(OC)c1OC (configuration not stated)	2	-3	·
Cc1cc(C)nc(N=C(N)N(C2CCCCC2)C2CCCCC2)n1	10	-2	-4
CCc1nn(-c2ccc(F)cc2)c(N2CCN(C(C)C)CC2)c1CN(CC(C)C)C(=O)Cc1ccc(F)cc1	0	2	-4
C=C(C)CNC(=O)c1ccc(-n2nc(C(=O)OCC)cc2-c2ccc(CC)cc2)cc1	3	-7	-6
Cc1nn(CC(O)COc2ccc3c(c2)CCC3)c(C)c1C (configuration not stated)	-5	-4	-8
COc1ccc2[nH]c3c(c2c1)CCN(C(=O)CCCCCCl)C3c1ccc(OCc2ccccc2)cc1 (configuration not stated)	7	4	3
Cc1noc(C(C)NC(=O)Cc2cc(Cl)c3c(c2)OCCCO3)n1 (configuration not stated)	-22	-2	·
Cc1ccc(C)c(Cc2c(C)nc(-c3ccccc3)nc2N2CCN(C(=O)C3CCC3)CC2)c1	7	7	0
CSc1ccc(C(=O)CC(C)(C)C(=O)N2CCC(O)(c3ccc(Cl)cc3)CC2)cc1	-9	-6	·
COCCn1c(C)cc(O)c(C(c2ccccc2)N2CCN(c3ccccc3F)CC2)c1=O (configuration not stated)	4	3	·
Cc1ccc(-n2c(=O)c3ccccc3n(Cc3ccc(C(=O)NCc4ccco4)cc3)c2=O)cc1C	8	1	-1
Cc1cc(C(=O)CSc2nnc(Cc3cccs3)n2C2CC2)c(C)n1C1CC1	0	-3	-5
CCCCCN(CC(=O)N(CCCC)Cc1cccn1Cc1ccc(Br)cc1)C(=O)c1ccc(-c2ccccc2)cc1	0	-10	-6
CCOC(=O)c1ccccc1NC(=O)CSc1cn(CC(=O)N(CC)CC)c2ccccc12	-4	-4	-7
Cc1n[nH]c(C)c1S(=O)(=O)N(C)C1CCCC1	8	-10	-6
CCCCN(C)c1c(CC)nc2ccc(C(=O)NCCc3ccccn3)cn12	-2	-4	-5
CC(C)CN(CC(=O)N(Cc1ccc2c(c1)OCO2)Cc1ccco1)S(=O)(=O)c1cc(Cl)ccc1Cl	11	-10	-5
N#CC(=Cc1ccncc1)c1nnc2n1CCCCC2	-1	-4	·
COc1ccc(NC(=O)N(CC(=O)N(Cc2ccccc2)Cc2cccn2Cc2ccc(F)cc2)CC(C)C)c(OC)c1	·	-7	-5
Cc1cc(CC(=O)Nc2ccccc2Sc2c(C)n[nH]c2C)on1	-6	-9	-14
CCC(C)C(=O)OC1[C@@H]2CC3=C4CC(=O)O[C@@H](c5ccoc5)[C@]4(C)CCC3[C@@](C)(C2=O)[C@@H](CC(=O)OC)C1(C)C (some centres not stated)	·	-3	-1
CCN1CCN(C(=O)c2ccc(CSc3nnc(-c4cccs4)n3-c3ccc(F)cc3)cc2)CC1	5	-6	-9
The results go on.
SMILES	NPYLR7 ag	hcGAS lum	mcGAS inh
COc1ccc(OCc2nnc(SCCOc3ccc(F)cc3)n2C)cc1	1	-4	·
COC(=O)c1c(C)c(C(=O)C(C)N(Cc2ccc(F)cc2)C(=O)c2cccc(Br)c2)c(C)n1C (configuration not stated)	-8	-1	-3
O=C1[C@H](Cc2ccc(O)cc2)N2C(=O)CCN(C(=O)NCc3ccccc3)[C@H]2CN1Cc1cccc2ccccc12	8	-10	-11
CC1(C(=O)NCc2cccc3ccccc23)CCN1C(=O)C/C=C/c1ccccc1 (configuration not stated)	2	-6	-3
COc1ccc(N2CCN(C(=O)c3ccc(Cl)cc3)C(C)C2=O)c(OC)c1 (configuration not stated)	16	-5	-6
N#Cc1ccc(/C=C2/SC(=S)N(CC(=O)O)C2=O)cc1	-2	-4	·
COc1ccccc1/C=C/C=C1\N=C(c2cccc(Br)c2)OC1=O	-2	-1	·
Cc1ccn2c(NC(=O)C3CCC3)c(-c3cccc(Cl)c3)nc2c1	-13	0	-3
CC(C)CC1N=C2c3ccccc3N=C(SCc3cc(=O)n4cc(Br)ccc4n3)N2C1=O (configuration not stated)	7	2	·
Cc1cc(C(=O)CSc2nnc(NC3CC3)s2)c(C)s1	0	-6	·
COc1cc(C=C(C#N)C#N)ccc1OC(=O)c1cccs1	-6	-8	-2
Cc1cc(NC(=O)c2ccco2)sc1C(=O)NCCc1ccccc1	1	2	-3
CCOC(=O)Cn1c(=O)c2c(nc3n2CCCN3CCc2ccccc2)n(C)c1=O	·	-4	-7
Cc1[nH]c(=S)sc1CC(=O)NC(c1ccc(Cl)cc1)c1nccn1C (configuration not stated)	-4	4	1
Cc1ccc(Oc2ccc(NCc3ccco3)cn2)c(C)c1	8	-1	·
OCCCc1cn(C2CCN(Cc3cccc(Cl)c3F)CC2)nn1	19	-5	·
COC(=O)CCCNC(=O)c1ccc(OC)c(OC2CCN(C(C)C)CC2)c1	-4	-6	-4
Cc1cccc(Cc2nc3c(c(N4CCOCC4)n2)CN(C(=O)Nc2cc(C(F)(F)F)cc(C(F)(F)F)c2)CC3)c1	-9	-18	-6
Cc1ccsc1C(=O)N1CCN(CC(OCc2c(F)cccc2F)c2ccc(Cl)cc2)CC1 (configuration not stated)	·	0	-5
O=C(Nc1ccc2[nH]cc(CCN3CCc4ccccc4C3)c2c1)c1cc(C(F)(F)F)cc(C(F)(F)F)c1	20	-6	-8
CN1CCN(C(=O)c2cnn3c(C(F)(F)F)cc(-c4ccco4)nc23)CC1	23	-4	-7
CCOC(=O)c1sc(N2C(=O)C(O)=C(C(=O)c3ccc(C)o3)C2c2ccc(C)cc2)nc1C (configuration not stated)	1	-4	-8
CCn1nnnc1SCc1ccc(C(=O)N2C3CCC2CC(Oc2cc(C)ccc2Cl)C3)cc1 (configuration not stated)	4	-20	-9
COC(=O)CCCOc1ccc(Cl)cc1Cl	-1	-4	·
CSc1ccccc1C(=O)N1CCN(S(=O)(=O)c2ccc3ccccc3c2)CC1	1	-5	-9

The final 7 compounds of the part above open the next one.
SMILES	NPYLR7 ag	hcGAS lum	mcGAS inh
Cc1ccsc1C(=O)N1CCN(CC(OCc2c(F)cccc2F)c2ccc(Cl)cc2)CC1 (configuration not stated)	·	0	-5
O=C(Nc1ccc2[nH]cc(CCN3CCc4ccccc4C3)c2c1)c1cc(C(F)(F)F)cc(C(F)(F)F)c1	20	-6	-8
CN1CCN(C(=O)c2cnn3c(C(F)(F)F)cc(-c4ccco4)nc23)CC1	23	-4	-7
CCOC(=O)c1sc(N2C(=O)C(O)=C(C(=O)c3ccc(C)o3)C2c2ccc(C)cc2)nc1C (configuration not stated)	1	-4	-8
CCn1nnnc1SCc1ccc(C(=O)N2C3CCC2CC(Oc2cc(C)ccc2Cl)C3)cc1 (configuration not stated)	4	-20	-9
COC(=O)CCCOc1ccc(Cl)cc1Cl	-1	-4	·
CSc1ccccc1C(=O)N1CCN(S(=O)(=O)c2ccc3ccccc3c2)CC1	1	-5	-9
CCNC(=O)N1CC(C(=O)N2CCSCC2)CC(c2cccc(C)c2)C1 (configuration not stated)	8	-7	·
O=C(NCc1cccs1)C1=CC=CN2CCS(=O)(=O)N=C12	0	-5	·
Cc1c(-c2nccn2CCC2CCCN2C)c(=O)n(-c2ccccc2)n1C (configuration not stated)	5	-7	-10
NC1C=CC=C(C(=O)O)C1 (configuration not stated)	1	-1	0
CCCc1nc(CN(CC)C(=O)c2cc(-c3ccccc3)nn2C)no1	-2	1	·
CC(C)CC(NC(=O)CN1CCN(c2ccccn2)CC1)c1ccccc1 (configuration not stated)	7	-8	·
COc1cccc(CC2(C(=O)O)CCN(c3nccc4occc34)CC2)c1	-3	-2	·
Cc1ccccc1-c1nc(-c2c(N)n(C)c(=O)n(C)c2=O)c(C)s1	-3	1	-1
CC(C)(Oc1ccc(Cl)cc1)C(=O)NCc1cnn(-c2ccccc2)c1	6	-11	·
O=C(OCc1nc(C(=O)N2CCc3ccccc3C2)cs1)c1ccccc1	15	2	1
CCOC(=O)CNC(=O)N1CCc2ccc(NC(=O)c3ccccc3OC)cc2C1	6	-4	·
Cc1nc(CC(C)C)sc1C(=O)N1CCC(C2(C)OCCO2)CC1	3	-11	·
COCc1nn2c3c(cnc2c1-c1ccc(Cl)cc1)C(=O)CC(C)(C)C3	-1	-8	-4
C=CCSc1nc2sc3c(c2c(=O)[nH]1)CCCC3	4	3	·
N#CCNC(=O)c1cc2nc(-c3ccco3)cc(C(F)(F)F)n2n1	6	-1	-1
Cc1ccccc1-n1c(SCC(=O)O)nc2c([nH]c3ccccc32)c1=O	-5	5	0
COc1cccc(F)c1-c1ccc(C(=O)NC(C)(C)C)o1	7	-4	-15
COc1cn(CC(=O)Nc2cccc(C)c2)c(CSc2ncccn2)cc1=O	-4	-5	-6
Cc1nnc(Sc2nc3ccccc3s2)c2ccccc12	-1	-5	·
CC1C(=O)N(c2cccc(Br)c2)CCN1C(=O)c1cccs1 (configuration not stated)	-1	-3	·
Cc1ccc(NC2(C(=O)N3CCCC3c3cc(C)no3)CCCC2)cc1 (configuration not stated)	-14	0	-14

Not a retest: 3 of the compounds above.
SMILES	NPYLR7 ag	hcGAS lum	mcGAS inh
Cc1nnc(Sc2nc3ccccc3s2)c2ccccc12	-1	-5	·
CC1C(=O)N(c2cccc(Br)c2)CCN1C(=O)c1cccs1 (configuration not stated)	-1	-3	·
Cc1ccc(NC2(C(=O)N3CCCC3c3cc(C)no3)CCCC2)cc1 (configuration not stated)	-14	0	-14

Screens (PubChem)
